Screening data (PubChem BioAssay)
Neddylation inh: blocks human cullin neddylation; calls only at 25 µM; 360,000 tested, 0.58% active; TR-FRET cullin neddylation, biochemical; in the data active = inhibition above about 36%
FAS-TE inh: FAS thioesterase (human) inhibition. recombinant FAS-TE, OMFH fluorogenic substrate, fluorescence endpoint. 360,000 tested, 0.67% active. P49327. inhibition, % at 15 µM;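 active = compounds whose normalised, plate-corrected inhibition of enzyme fluorescence in the single-dose primary screen is 50% or more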;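 note: 0% = DMSO with enzyme and 100% = substrate without enzyme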
MsrA inhibitor: inhibitors of bovine MsrA; purified bovine MsrA, absorbance read-out; inhibition, % at 15.5 µM; 360,000 tested, 0.75% active; AID 651718; in the data active = inhibition above about 4.5%;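 note: 0% = vehicle wells with enzyme and 100% = reference inhibitor wells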
SKN-1 block: C. elegans SKN-1 inhibition; C. elegans VP596 Pgst-4::GFP/RFP ratio, acrylamide-induced, 24 h; inhibition, % at 21.8 µM; 360,000 tested, 0.49% active;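 active = interference check ratio from 0.5 to 1.5 plus GFP to RFP signal ratio inhibition reaching or exceeding a fixed threshold, cut at about 30% in these data, passing the limit was not always enough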; note: some compounds called inactive have numbers as strong as hits
bovine MsrA act: activates bovine MsrA enzyme | activation, % at 10.6 µM | 360,000 tested, 0.3% active | purified bovine MsrA, absorbance read-out | AID 602163; in the data active = activation above about 7.5%;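 note: 0% = vehicle and 100% = reference activator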
NRP1-CendR mod: alters CendR peptide binding to human NRP-1. O14786. FAM-RPARPAR peptide binding to NRP-1, fluorescence polarization. inhibition, % at 25 µM. 360,000 tested, 0.85% active;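 active = inhibition or corrected inhibition above about 18%, plus a signal ratio from 0.5 to 1.5, limit read from the data, passing the limit was not always enough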; note: strong numbers were not always called active
MT1-MMP act inh: MT1-MMP (human) activation inhibition; P50281; GFP/RFP ratio change, % at 20 µM; HT1080 RFP-PRO-GFP cells, GFP/RFP ratio fluorescence, overnight; percent of plate control window, DMSO zero; AID 651647; 360,000 tested, 0.061% active;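 active = GFP/RFP ratio change of at least 30% with cell ATP level not reduced by more than half and red fluorescence within 50% of control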; note: strong numbers were not always called active
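Compound: 20 µM single dose, 1% DMSO / System: HT1080 RFP-PRO-GFP cells / Controls: DMSO and RFP-L50D-GFP cell wells / Read-out basis: GFP/RFP fluorescence ratio / Schedule: overnight compound exposure at 37 °C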
E coli Lon inh: inhibits E. coli Lon protease; purified E. coli Lon protease, fluorescence polarization; inhibition, % at 7.94 µM; 360,000 tested, 0.42% active; in the data active = inhibition above about 13%, passing the limit was not always enough;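 note: 0% = enzyme with probe and DMSO and 100% = no enzyme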
Rin1 Abl inh: blocks binding of human Rin1 to Abl. P00519+Q13671. TR-FRET Rin1/Abl binding, biochemical. inhibition, % at 7.35 µM. 360,000 tested, 0.4% active. AID 588664; in the data active = inhibition above about 5%, passing the limit was not always enough
* marks the source's active call; other numbers are inactive results; i = inactive; nt = no result given; + = active, no number. Outcome played no part in choosing rows, and some 4.2% of all compounds hit somewhere here.

molecule,Neddylation inh,FAS-TE inh,MsrA inhibitor,SKN-1 block,bovine MsrA act,NRP1-CendR mod,MT1-MMP act inh,E coli Lon inh,Rin1 Abl inh
N#CCCN(C(=O)COC(=O)c1cc2ccccc2oc1=O)c1ccccc1,i,-9,0.5,-11,-2,-11,3,-8,-1
COc1ccc2[nH]cc(S(=O)(=O)c3ccc(F)cc3)c(=O)c2c1,i,-6,2.0,9,0,-9,2,-11,1
CC1=C(C(=O)OC(C)C)C(c2ccc(Br)s2)NC(=O)N1 (centres undefined),i,-1,1.1,13,0,3,-8,6,1
CC1CCCCN1C(=O)Cn1cnc2cc([N+](=O)[O-])ccc2c1=O (centres undefined),i,7,0.3,-11,-8,1,3,10,0
C=CCn1c(-c2cccc(OC)c2OC)n[nH]c1=S,i,-5,-0.2,-2,1,-9,-7,9,-2
O=C(CSc1nnc(-c2ccncc2)o1)c1cccc([N+](=O)[O-])c1,i,8,-0.5,-8,-3,7,3,4,-7
O=C(COC(=O)CNC(=O)c1ccccc1F)Nc1ccc2c(c1)OCCO2,i,-10,0.3,2,-3,-8,-4,-3,4
O=C1CCCc2c1[nH]c1c(Br)cccc21,i,-2,0.3,-1,-4,2,-2,-2,0
O=C(Cn1c(=O)sc2ccccc21)NCCOc1ccccc1F,i,-1,-0.6,-2,-5,-3,5,-13,-4
C/C(=N\N=C1\NC(=O)C(CC(=O)O)S1)c1ccccn1 (centres undefined),i,-4,3.0,10,-11,1,2,9,-3
COc1ccccc1CNC(=O)COC(=O)c1cnccn1,i,-2,-0.9,4,2,22,1,1,1
Cc1ccc(C(=O)CSc2nnc(-c3ccco3)n2C)cc1,i,-8,0.1,-8,-2,10,-2,-2,-2
NNC(=O)c1cccnc1Oc1ccccc1,i,-1,-1.3,11,-2,-18,-3,2,1
COc1ccc(C(=O)OCC(=O)c2ccc(Br)s2)c(OC)c1,i,15,3.2,6,-3,6,4,-6,-3
O=C(NCc1ccco1)C1CCCCC1,i,-3,1.1,6,-3,-3,2,12,-4
CC(=O)NS(=O)(=O)c1ccc(NC(=O)c2cccc3ccccc23)cc1,i,-6,-0.1,4,-5,-1,2,-8,-4
CCC12CN(S(=O)(=O)c3ccc(C)cc3)CC(CC)(CN(S(=O)(=O)c3ccc(C)cc3)C1)C2=O,i,36,1.0,-4,-1,-9,-4,13,-4
C[C@@H]1CN([C@@H](C)CO)C(=O)CCCn2nncc2CO[C@H]1CN(C)C(=O)Nc1cccc2ccccc12,i,-3,1.1,-9,0,2,-3,-2,0
CCOc1ccc(N2C(=O)c3cccnc3C2=O)cc1,i,-2,-0.6,5,0,2,5,-3,-1
Cc1ccc2c(c1)c(CC(=O)Nc1ccc(F)cc1)c(C(=O)O)n2C,i,-2,0.7,8,-1,-13,-13,-14,-2
CC(=O)c1ccc2c3c(cccc13)CC2,+,1,-0.2,17,-4,12,-3,4,-2
CC(=O)c1c(C)[nH]c(C(=O)CN2CCN(S(=O)(=O)c3ccccc3F)CC2)c1C,i,-1,-0.1,9,-1,12,-3,-13,-2
O=C(COC(=O)c1n[nH]c2ccccc12)NC(=O)NC1CCCCC1,i,-14,2.3,-19,-9,7,6,-5,3
O=C(N[C@H]1C=C[C@H](CC(=O)N2CCCCC2)O[C@@H]1CO)c1cccc(F)c1,i,nt,-0.1,-7,nt,9,3,nt,nt
CC(=O)Nc1ccc(NS(=O)(=O)c2ccc(CN3C(=O)c4cccnc4C3=O)cc2)cc1,i,0,0.7,4,-4,2,-3,9,-1
CN(C)c1ccc(C(=O)C(O)c2ccccc2)cc1 (centres undefined),i,0,4.0,-10,-4,-13,2,-1,-1
Cc1cccc(C)c1NC(=O)C1c2cccc[n+]2CC(=O)N1Cc1ccc2c(c1)OCO2 (centres undefined),i,-11,-0.2,8,-7,-12,-7,-8,-3
COC(=O)c1cc(/C=C/c2ccccc2)on1,i,-9,0.6,-12,-12,-13,3,-10,-2
CN(c1ccc(OCC(=O)NCCc2ccccc2)cc1)S(=O)(=O)c1ccc(Cl)cc1,i,21,1.2,11,0,0,2,-9,1
C=CCSc1nc2c(c(=O)[nH]c(=O)n2C)n1C(C)C,i,-10,-0.8,-5,-9,-12,3,-1,0
COc1cc2c(cc1OC)/C(=C/C(=O)c1ccc(OC)c([N+](=O)[O-])c1)NCC2,i,5,0.1,10,0,-1,4,-4,0
O=C(Nc1ccc2c(c1)CCC2)c1ccccc1Br,i,-1,1.1,8,-1,-7,5,-3,1
O=C(Nc1cccc(OC(F)(F)F)c1)C1Cc2c(-c3ccccc3Oc3ccccc3)ccnc2O1 (centres undefined),i,27,1.1,4,2,4,-2,-1,5
C=CCNC(=O)c1onc(CS(=O)(=O)c2cc(C)cc(C)c2)c1C(=O)NCC=C,i,-1,1.3,15,0,8,-2,8,2
NC(=O)CSc1nc(C23CC4CC(CC(C4)C2)C3)nc2ccccc12,i,10,1.3,1,-1,-5,14,13,1
CN(C)CCN(C(=O)c1ccc(S(=O)(=O)N2CCCC2)cc1)c1nc2ccc(Br)cc2s1,i,25,0.1,5,-1,6,2,0,1
COC(=O)C1=C(C)N(Cc2ccccc2)C(=NCCc2cccnc2)N[C@H]1c1ccccc1,i,-5,nt,23,-4,3,-3,2,-1
N#C/C(=C\c1c(N2CCC(C(N)=O)CC2)nc2ccccn2c1=O)C(=O)NCc1ccco1,i,6,1.8,-9,-3,-16,1,-3,-4
Cc1ccc(OCCCC(=O)Nc2nc3ccccc3[nH]2)cc1,i,-5,-0.6,-3,-9,0,1,-1,3
C[C@@H]1CN([C@H](C)CO)C(=O)Cc2cc(NC(=O)CCC(F)(F)F)ccc2O[C@@H]1CN(C)C(=O)NC1CCCCC1,i,-4,0.2,-14,-1,7,-1,1,3
CCNC(=S)N1CCN(Cc2ccccc2)CC1,i,-7,-0.7,6,-5,8,1,-8,2
Cc1cc(C)n2nc(C(=O)OCC(=O)N(Cc3ccccc3)C(C)C)nc2n1,i,0,1.8,-6,-2,-12,5,-1,2
O=C(O)CCN1C(=O)CC2(CCCCC2)C1=O,i,-11,0.1,-18,-4,6,0,0,-1
C=C(C)c1nc(Oc2ccccc2)nc(Oc2ccccc2)n1,i,0,-1.0,16,-3,-16,0,-5,0
CC(C)C[C@@H](CN1CCCC1CN1C(=S)NC[C@@H]1Cc1ccc(O)cc1)N1C[C@H](Cc2ccc(O)cc2)N(CC2CCCCCC2)C1=S (some centres undefined),i,-110,-1.3,13,2,16,-9,7,-3
COc1ccc(S(=O)(=O)N2CCOCC2)cc1NC(=O)c1cc(C)oc1C,i,4,0.8,-2,-2,-5,-7,-10,0
Cc1cc(Cl)ccc1OCC(=O)NNC(=O)c1ccco1,i,-2,-0.2,-9,-7,10,1,7,1
COc1ccc(CCNC(=O)C(=O)NCC2OCCN2C(=O)c2ccc(Cl)cc2)cc1 (centres undefined),i,-5,0.5,-4,-6,-2,-1,2,-1

Some of the entries above in another layout:
The line under a structure holds: Neddylation inh, FAS-TE inh, MsrA inhibitor, SKN-1 block, bovine MsrA act, NRP1-CendR mod, MT1-MMP act inh, E coli Lon inh, Rin1 Abl inh
> Cc1cc(C)n2nc(C(=O)OCC(=O)N(Cc3ccccc3)C(C)C)nc2n1
  i, 0, 1.8, -6, -2, -12, 5, -1, 2
> O=C(O)CCN1C(=O)CC2(CCCCC2)C1=O
  i, -11, 0.1, -18, -4, 6, 0, 0, -1
> C=C(C)c1nc(Oc2ccccc2)nc(Oc2ccccc2)n1
  i, 0, -1.0, 16, -3, -16, 0, -5, 0
> CC(C)C[C@@H](CN1CCCC1CN1C(=S)NC[C@@H]1Cc1ccc(O)cc1)N1C[C@H](Cc2ccc(O)cc2)N(CC2CCCCCC2)C1=S (some centres undefined)
  i, -110, -1.3, 13, 2, 16, -9, 7, -3

(further entries)
molecule,Neddylation inh,FAS-TE inh,MsrA inhibitor,SKN-1 block,bovine MsrA act,NRP1-CendR mod,MT1-MMP act inh,E coli Lon inh,Rin1 Abl inh
O=C1CC(N2CCC(c3nc4ccccc4[nH]3)CC2)C(=O)N1c1ccccc1F (centres undefined),i,-6,0.3,-6,-12,5,3,1,3
CC(C)(O)[C@@H]1[C@@H]2C[C@@]3(CC[C@]4(C)C(CCC5[C@@]6(C)CC[C@H](O)C(C)(C)C6CC[C@]54C)[C@@H]13)C(=O)O2 (some centres undefined),i,0,nt,-1,-8,-7,2,7,2
CNCCCOc1ccc(C)cc1OC,i,-3,1.1,-8,-14,3,3,0,1
CC1(C)C2CCC(C2)C1(C)NC(=O)C[N+](C)(C)C (centres undefined),i,-3,-0.6,11,-3,6,0,2,4
COc1cc(C2C(C#N)=C(N)OC3=C2C(=O)CC(C)(C)C3)c([N+](=O)[O-])cc1OC (centres undefined),i,-11,0.9,-11,-1,7,-56,34*,3
FC(F)(F)c1ccccc1NC1=NCCC1,i,-8,-0.2,3,-3,11,-1,0,3
CCOC(=O)C1CCCN(C(=O)c2cccc(S(=O)(=O)NCc3ccccc3)c2)C1 (centres undefined),i,-8,-0.9,16,-7,17,3,3,-2
Nc1cc(Cl)ccc1C(=O)OCC(=O)NC1CCCCC1,i,-1,-0.5,8,-2,2,1,-1,0
CCOCCc1nnc(NC(=O)C(CC)c2ccccc2)s1 (centres undefined),i,-7,1.0,-16,-10,3,3,9,-2
CCn1cc(CN2CCC(n3nccc3NC(=O)CCOc3ccccc3)CC2)cn1,i,-6,1.4,-2,-6,1,1,-6,5
CCOC(=O)CSc1ccc2nnc(-c3ccncc3)n2n1,i,-3,1.8,-7,-2,-6,1,-7,-5
Cc1csc(NC(=O)CCC(=O)N(CC(=O)NC2CCCC2)Cc2ccco2)n1,i,-12,-0.8,3,-3,14,-3,-4,1
CCCc1cc(=O)[nH]c(Nc2ccc(O)cc2)n1,i,-9,0.8,9,-1,-8,1,-5,-1
Cc1cc(C)cc(-c2nnc(SCC(=O)NCC3CCCO3)o2)c1 (centres undefined),i,3,0.8,-12,-8,10,3,2,-1
O=C(ONC1=NCCCCC1)c1ccc(Cl)cc1,i,-5,1.4,14,-6,-7,-5,1,1
O=C(NCc1ccc(F)cc1)c1cc(C2CCCN(C(=O)c3ccccn3)C2)on1 (centres undefined),i,-12,1.3,-6,-7,0,0,3,2
CCN1CCN(c2ccc(NC(=O)COc3ccccc3Cl)cc2)CC1,i,-2,-0.6,14,3,5,4,-4,0
CCCn1nc2cc(C(=O)NCc3ccc(OC)cc3)ccc2c1OCC,nt,-5,0.4,14,0,-1,4,-4,1
COC(=O)c1ccc(COc2cccc3c2CCN(Cc2cccc(C)c2)C3=O)o1,i,32,-0.2,14,-3,-4,-7,-8,4
COC(=O)c1cn(C(=O)c2cc(OC)c(OC)c(OC)c2)c2ccccc12,i,14,0.2,5,-2,2,6,5,1
C=CCN(CC=C)C(=O)c1cccc(OC2CCN(CC(C)(C)C)CC2)c1,i,-4,-1.3,0,-2,6,3,-13,3
O=C(Nc1ccc(N2C(=O)C3C4C=CC(C4)C3C2=O)cc1)Nc1nncs1 (centres undefined),i,1,-0.6,14,1,-1,-1,3,2
Nc1c(N=Nc2ccccc2F)c(=O)[nH]n1-c1ccccc1,i,16,0.5,24,-1,-2,8,2,-2
Cc1ccc(-n2nc3ccc(N)cc3n2)c(C)c1,nt,-4,1.6,0,-13,6,nt,-10,-2
COc1ccccc1CN(C)C[C@@H]1OCc2cnnn2CCCC(=O)N([C@@H](C)CO)C[C@H]1C,i,-8,-0.5,16,-2,-12,-2,8,-1
Cc1ccc(S(=O)(=O)N2CCc3ccccc3C2CN2C(=O)c3ccccc3C2=O)cc1 (centres undefined),i,24,0.1,-5,-5,3,-15,6,-1
